Screens (PubChem BioAssay)
Avidin fluor: avidin bead compound fluorescence profile; hit rate 0.38% among 220,000; Avidin beads, compound fluorescence 488/530 nm, flow cytometry; hits give high values; fluorescence (KMESF) at 10 µM; in the data active = fluorescence above about 47; also: inactives centre near 10
RGS4-Gao reg: human RGS4-Galphao interaction regulation. P09471. Multiplexed bead flow cytometry, RGS4-Galphao binding; actives lie on both sides. binding response (% of control), % at 10 µM. hit rate 0.33% among 220,000; in the data active = binding response below about 49% or above about 150%; inactive = in between;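 also: fluorescent Galphao activated with aluminum fluoride binding bead-coupled RGS4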
ABCG2 block: blocks JC-1 efflux by human ABCG2 transporter | Q9UNQ0 | IgMXP3 cells, flow cytometry | inhibition, % at 6.6 µM | hit rate 0.1% among 190,000 | AID 1325;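 active = inhibition above 80%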;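 also: 0% = DMSO and 100% = nicardipine control wells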
Target sequence (Q9UNQ0 whole entry, looked up): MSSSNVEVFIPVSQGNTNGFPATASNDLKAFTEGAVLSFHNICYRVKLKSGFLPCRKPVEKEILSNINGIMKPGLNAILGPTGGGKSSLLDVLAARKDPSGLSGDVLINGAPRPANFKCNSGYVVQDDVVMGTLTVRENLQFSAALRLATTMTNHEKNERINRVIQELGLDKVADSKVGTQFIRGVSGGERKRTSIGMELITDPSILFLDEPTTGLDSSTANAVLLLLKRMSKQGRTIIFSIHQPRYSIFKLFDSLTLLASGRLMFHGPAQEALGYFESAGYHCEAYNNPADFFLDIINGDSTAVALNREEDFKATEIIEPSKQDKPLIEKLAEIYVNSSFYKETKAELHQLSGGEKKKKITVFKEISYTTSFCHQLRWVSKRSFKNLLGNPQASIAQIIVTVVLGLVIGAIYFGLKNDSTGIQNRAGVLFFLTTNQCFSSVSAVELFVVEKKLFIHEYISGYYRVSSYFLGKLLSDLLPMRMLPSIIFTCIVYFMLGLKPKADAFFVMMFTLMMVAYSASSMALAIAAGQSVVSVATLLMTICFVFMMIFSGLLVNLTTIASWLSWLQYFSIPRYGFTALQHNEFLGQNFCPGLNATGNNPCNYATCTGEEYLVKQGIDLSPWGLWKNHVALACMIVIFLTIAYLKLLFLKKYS
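Measure – % inhibition of efflux relative to nicardipine and DMSO · Test system – ABCG2 IgMXP3 and barcoded ABCB1 CCRF-Adr cell mix · Control set – nicardipine as high control, DMSO as low control · Compound – one concentration, 6.6 µM final · Signal – flow cytometry of retained JC-1 fluorescence · Timing – 10 min exposure at 25 °C with rotation, no wash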
RGS8-Gao: regulators of human RGS8-Galphao interaction. P09471. multiplexed bead flow cytometry, RGS8-Galphao binding; actives lie on both sides. response (percent of control binding), % at 10 µM. hit rate 0.34% among 220,000. AID 1423; in the data active = response below about 60% or above about 140%; inactive = in between;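 also: Galphao activated as the GDP aluminium fluoride complex binding bead-coupled RGS8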
Pf gamet viab: P. falciparum stage V gametocyte viability inhibition; hit rate 0.065% among 150,000; inhibition, % at 10.9 µM; AID 743093; P. falciparum stage V gametocytes, ATP luminescence, 24 h;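 active = inhibition above the mean plus 3 SD of compounds within the control limits, set per campaign, cut at about 38% in these data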;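 also: 0% = DMSO wells and 100% = medium only without gametocytes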
Mcl1-Bid inh: Mcl-1/Bid interaction inhibition; TR-FRET Mcl-1/Bid-Dy647 peptide binding, 1536-well; inhibition, % at 21.7 µM; hit rate 0.97% among 220,000; AID 1021;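 active = compounds that cut the binding signal by more than half at the single screening dose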;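 also: His-tagged Mcl-1 with europium anti-His antibody binding Bid BH3 peptide; 0% = Mcl-1 plus peptide wells and 100% = peptide-only wells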
GSH fluor: GSH bead compound fluorescence profile | AID 1776 | hit rate 0.25% among 190,000 | GSH beads flow cytometry, compound fluorescence 488/530 nm; hits give high values | fluorescence (KMESF) at 10 µM; in the data active = fluorescence above about 89;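 also: glutathione beads carrying GST-tagged Bcl family fusion proteins plus one bare bead set; values are compound well signal with DMSO vehicle wells as background; inactives centre near 16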
Bim-Mcl-1: disrupts Bim peptide binding to human Mcl-1; Q07820; Bead-based flow cytometry, Bim peptide-Mcl-1 binding; inhibition, % at 10 µM; hit rate 0.1% among 190,000; in the data active = inhibition above about 40%;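 also: 0% = no compound tracer wells and 100% = peptide blocker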
RGS7-Gao reg: human RGS7-Galphao interaction regulation; Multiplexed bead flow cytometry, RGS7-Galphao binding; actives lie on both sides; binding response (% of control), % at 10 µM; hit rate 0.35% among 220,000; AID 1439; in the data active = binding response below about 49% or above about 150%; inconclusive = no clear call, values can overlap the other calls; inactive = in between;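 also: fluorescent Galphao held in activated GDP-AlF4 state binding bead-coupled RGS7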
ABCB1 block: human ABCB1 inhibition, ABCG2 as counter-screen | hit rate 0.067% among 190,000 | inhibition, % at 6.6 µM | AID 1326 | P08183 | CCRF-Adr cells, JC-1 efflux, flow cytometry; in the data active = inhibition above about 40%;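 also: 0% = vehicle and 100% = reference inhibitor; higher value means more JC-1 retained so stronger ABCB1 efflux block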
Mcl1-Noxa inh: disrupts binding of human Mcl-1 to Noxa peptide. TR-FRET Mcl-1/Noxa peptide binding, 2 h. inhibition, % at 21.7 µM. hit rate 1.5% among 220,000;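 active = compounds that cut the protein-peptide binding signal by more than 50% relative to plate controls in a single-dose test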;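 also: His-tagged Mcl-1 with rhodamine Noxa BH3 peptide and terbium anti-His antibody; 0% = Mcl-1 plus Noxa peptide wells and 100% = peptide-only wells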
The depositor's hits bear a star; ? = inconclusive; / = no result given; & = joins results of further samples.

Results follow in this order: Avidin fluor	RGS4-Gao reg	ABCG2 block	RGS8-Gao	Pf gamet viab	Mcl1-Bid inh	GSH fluor	Bim-Mcl-1	RGS7-Gao reg	ABCB1 block	Mcl1-Noxa inh
> Fc1ccc2c(c1)/C(=N/Nc1ccccn1)CCS2
 : 17	103	1	103	11	-1	24	-5	105	-0.3	7
> O=C(CN1C(=O)CSC1=O)Nc1ccccc1N1CCOCC1
 : 4	100	-7	100	/	-19	29	-5	90	-4.0	-15
> Cc1ccc(-n2cccc2/C=C2/C(=N)N3C(=NC2=O)SN=C3S(C)(=O)=O)cc1
 : 15	82	-1	94	-1	-17	8	-1	84	-0.4	98*
> COc1cc(OC)cc(C(=O)N2CCN(Cc3ccccc3Br)CC2)c1
 : 11	99	2	102	-31	6	14	-3	97	1.1	35
> COc1ccc(C2C(C(=O)NCc3ccco3)CCC(=O)N2c2ccc(OC)cc2)cc1 (centres undefined)
 : 13	98	20	98	/	-41	31	-5	98	1.4	-7
> O=C(/C=C/c1ccccc1)NC(=S)Nc1ccc(CN2CCOCC2)cc1
 : 17	104	8	101	12	-55	17	-3	100	1.5	30
> CCCCC1CCC(C(=O)NC2CCS(=O)(=O)C2)CC1 (centres undefined)
 : 36	99	1	102	/	10	25	-2	99	0.3	-17
> COC(=O)c1sc(N(C)C)c(C#N)c1-c1ccccc1
 : 8	96	/	98	9	-10	/	/	?	/	2
> COCCNC(=O)c1cc(S(=O)(=O)N(C)c2ccccc2OC)ccc1C
 : 4	107	/	105	19	-6	/	/	?	/	15
> O=c1oc2ccccc2n1CCn1c2ccccc2c2nc3ccccc3nc21
 : 6	95	17	103	/	90*	33	12	94	0.5	-34
> Cc1sc(N)c(C(=O)c2ccccc2Cl)c1C
 : 11	100	1	103	-1	-51	14	-4	100	0.4	20
> CC(C)(C)NCCCOc1ccc(Cl)cc1C(C)(C)C
 : 4	104	1	102	/	-16	12	0	104	0.0	13
> NC(=O)CSc1nnc(Cn2c(=O)sc3ccccc32)n1-c1cccc(Cl)c1
 : 10	103	3	100	-2	-26	24	-2	97	0.6	15
> CCC(C)C(NC(N)=O)C(=O)Nc1ccc(S(=O)(=O)Nc2ccc(OC)cc2)cc1 (centres undefined)
 : 12	103	0	98	/	0	18	-10	99	0.1	28
> CCc1ccc(NC(=O)N(Cc2cccnc2)Cc2ccco2)cc1
 : 16	100	30	99	/	-15	23	-8	100	2.1	-6
> c1ccc2[nH]c(-c3ccnc4ccccc34)nc2c1
 : 7&7	101&97	16&13	101&101	-32	8&-5	15&36	-1&-2	99&101	1.1&0.2	-1&10
> COC(=O)c1ccccc1NC(=O)c1cccs1
 : 35	101	64	101	/	27	27	-8	98	1.6	14
> O=C(CCC(=O)OCc1ccc(Cl)cc1)Nc1cccc([N+](=O)[O-])c1
 : 2	51	1	58*	-5	2	21	0	46*	0.2	20
> CC1=C(C(=O)OC(C)C)C(c2ccsc2)NC(=O)N1C (centres undefined)
 : 5	101	-1	103	/	-10	14	1	100	-0.2	1
> O=C(CCc1ccccc1)Nc1cccnc1Cl
 : 4	83	/	93	-21	-23	/	/	?	/	-1
> CCOC(=O)C1(Cc2cccc(F)c2)CCN(Cc2cnc(C)s2)CC1
 : 4	96	5	100	-7	-9	11	1	99	6.2	3
> O=C(CSc1ncnc2c1cnn2Cc1ccccc1)Nc1ccc2c(c1)OCCO2
 : 17	99	4	102	/	-8	25	-4	94	0.7	17
> O=C(N/N=C/c1ccccn1)c1ccc(S(=O)(=O)N2CCCCCC2)cc1
 : 7	98	-1	99	-2	-16	18	-3	94	-0.8	3
> CCOC(=O)C(C(=O)OCC)C(Nc1ccccc1)c1ccccc1 (centres undefined)
 : 6	77	3	73	-1	-20	9	-5	79	0.1	15
> COc1ccc(OCC(=O)Nc2cccc3ncccc23)cc1
 : 11	87	8	89	-8	-14	23	5	87	0.7	9
> Cc1ccc(OCCOCCN2CCN(C)CC2)c([N+](=O)[O-])c1
 : 10	101	1	101	8	37	10	1	103	0.5	28
> O=C(CSc1nnnn1-c1ccc(F)cc1)NNC(=O)c1ccco1
 : 11	99	/	101	-26	-37	/	/	?	/	18
> O=C(NCC1(c2ccccc2)CCCC1)C(=O)NCC1(c2ccccc2)CCCC1
 : 8	101	-1	105	-6	-12	17	1	101	-0.1	-12
> CN=C1SC(C(=O)Nc2ccccc2Cl)CC(=O)N1c1ccc(OC(F)(F)Cl)cc1 (centres undefined)
 : 6	88	3	94	4	-56	13	-2	90	0.9	6
> Cc1ccc(NC(=O)c2ccc(N3C(=O)C4CC=C(Cl)CC4C3=O)cc2)cc1 (centres undefined)
 : 5	101	/	99	5	0	17	0	98	/	2
> Cc1cc(N/N=C/c2ccccc2F)nc(NCc2ccccc2)n1
 : 3	97	/	98	0	-5	/	/	?	/	-4
> CC1CCCCC1NC(=O)C1CCN(S(=O)(=O)c2ccc3c(c2)CCC(=O)N3)CC1 (centres undefined)
 : 4	103	1	109	/	-15	22	5	104	0.1	-3
> CSCC[C@H](NC(=O)OC(C)(C)C)C(=O)N1CCC(C(=O)N[C@@H](C)C(=O)O)CC1
 : 11	91	2	98	/	-39	22	4	96	0.5	12
> O=C(CC1CCC1)NC(c1ccccc1)c1ccccc1
 : 10	99	35	100	10	-23	16	0	?	1.3	13
> CCOc1ccc(NC(=S)NC(=O)c2ccco2)cc1
 : 9	106	/	101	/	-60	/	/	?	/	23
> CCOC(=O)C(NC(=O)CC)C(O)c1cccc([N+](=O)[O-])c1 (centres undefined)
 : 5	91	0	71	6	-17	18	0	75	0.3	2
> NS(=O)(=O)c1ccc(Oc2ccc(S(N)(=O)=O)cc2)cc1
 : 21	101	2	104	4	12	11	2	99	1.2	10
> COc1ccc(-c2noc(CSc3nc4sc(C)c(C)c4c(=O)n3-c3ccccc3)n2)cc1OC
 : 10	103	-2	103	2	-25	12	0	105	-3.3	12
> CC(C)(C)C(=O)Cn1c(=N)n(Cc2ccccc2)c2ccccc21
 : 22	103	2	107	/	-17	13	-3	104	0.5	6
> Cc1ccccc1NC(=S)N(Cc1ccco1)C(C)c1ccccn1 (centres undefined)
 : 7	108	7	104	-9	-10	14	-4	108	0.5	9

Taken from the listing for reference:
Results follow in this order: Avidin fluor	RGS4-Gao reg	ABCG2 block	RGS8-Gao	Pf gamet viab	Mcl1-Bid inh	GSH fluor	Bim-Mcl-1	RGS7-Gao reg	ABCB1 block	Mcl1-Noxa inh
> CCOC(=O)C(NC(=O)CC)C(O)c1cccc([N+](=O)[O-])c1 (centres undefined)
 : 5	91	0	71	6	-17	18	0	75	0.3	2
> NS(=O)(=O)c1ccc(Oc2ccc(S(N)(=O)=O)cc2)cc1
 : 21	101	2	104	4	12	11	2	99	1.2	10
> COc1ccc(-c2noc(CSc3nc4sc(C)c(C)c4c(=O)n3-c3ccccc3)n2)cc1OC
 : 10	103	-2	103	2	-25	12	0	105	-3.3	12

Next part
SMILES	Avidin fluor	RGS4-Gao reg	ABCG2 block	RGS8-Gao	Pf gamet viab	Mcl1-Bid inh	GSH fluor	Bim-Mcl-1	RGS7-Gao reg	ABCB1 block	Mcl1-Noxa inh
CCN(Cc1ccccc1)C(=O)C(C)OC(=O)c1cc(S(=O)(=O)Nc2c(C)n(C)n(-c3ccccc3)c2=O)ccc1C (centres undefined)	9	102	8	100	-3	-27	11	-2	102	2.7	13
COc1ccc(C(=O)Nc2cccc(-c3ccc4nncn4n3)c2)cc1OC	24	102	1	101	0	8	7	0	106	0.4	-11
Cc1nc2ccc(NC(=O)c3ccc(Cl)c(NC(=O)c4cccs4)c3)cc2s1	12	108	-9	108	-2	-35	27	-4	112	-0.7	-17
CCC(C)(C)NC(=O)Cc1ccc(Cl)cc1	9	100	2	101	-21	-20	12	-3	?	1.1	7
O=C(NC1CCCCC1)C(c1ccc(F)cc1)N(C(=O)Cc1ccsc1)c1ccc(F)cc1 (centres undefined)	34	103	2	101	/	-13	17	-2	101	0.7	11
O=C1c2ccccc2C(=O)N1c1cccc(-c2nc3ccccc3o2)c1	10	98	13	101	/	24	10	3	99	0.9	-16
CCOC(=O)Cc1cnc(NC(=O)c2ccccc2)s1	10	101	17	101	5	-39	23	0	98	1.0	4
COc1ccc(CNC(=O)C2CC(c3ccccc3[N+](=O)[O-])=NO2)cc1 (centres undefined)	32	99	2	103	-21	6	13	-1	100	0.8	10
O=C(NCc1ccc2c(c1)OCO2)c1c[nH]c2ccc(S(=O)(=O)N3CCOCC3)cc2c1=O	9	96	-4	86	/	-13	28	-3	94	-0.9	0
